HCV NS3 hel inh = inhibitors of Hepatitis C virus NS3 helicase. NS3 helicase DNA unwinding, Cy5 molecular beacon fluorescence. inhibition, % at 10.9 µM. 290,000 tested, 0.56% active;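 active = inhibition above the mean of all tested compounds plus 3 SD, set per campaign, cut at about 35% in these data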;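 note: 0% = DMSO wells and 100% = thioflavine S control wells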
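Assay system: hepatitis C virus NS3 helicase domain fragment enzyme. Also added: annealed dual-labelled DNA beacon duplex, ATP-started. Timing: 1 h reaction at 25 °C, ATP-initiated. Technique: Cy5 fluorescence at 0 and 60 min, beacon hairpin quenching. Evaluation: % inhibition of unwinding. Replication: one well per compound.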
IDE cell activ = boosts human insulin-degrading enzyme activity in HEK cells | 340,000 tested, 0.073% active | AID 493087 | activation, % at 5.96 µM | P14735 | FAbeta-B cleavage, fluorescence polarization; 0% vehicle, 100% cell-free pure enzyme wells;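 active = activation above the mean of all tested compounds plus 3 SD, set per screening campaign, cut at about 17% in these data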
CRFR2-BP antag = antagonists of CRF-binding protein/CRF-R2 receptor complex | HEK293 CRF-R2/CRF-BP, CRF-induced calcium fluorescence | inhibition, % at 11.8 µM | 350,000 tested, 0.59% active | AID 588475;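 active = inhibition of the ligand-induced calcium signal above about 50% at the single tested concentration, limit read from the data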
IMP-1 inhibitor = blocks Pseudomonas aeruginosa IMP-1 metallo-beta-lactamase | purified IMP-1, nitrocefin hydrolysis, epi-absorbance fluorescence | inhibition, % at 5.6 µM | AID 1556 | 290,000 tested, 0.45% active;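 active = inhibition above the mean plus 3 SD of all compounds in the same screening run, cut at about 4.5% in these data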;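 note: 0% = IMP-1 with DMSO and 100% = DMSO wells lacking enzyme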
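System: purified IMP-1; amount: IMP-1 0.2 nM before substrate addition; compound: single dose, 5.6 µM; times: 25 °C, 15 min preincubation, 25 min reaction; signal: Epi-absorbance via hydrolysed-nitrocefin quenching of white-plate fluorescence, 480/530 nm, EDTA stop; benchmarks: DMSO with and without IMP-1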
GalR3 antag = human GalR3 antagonism; O60755; HEK293 GalR3-CNG cAMP membrane potential fluorescence; galR3 body fused to GalR1 C-terminus; inhibition, % at 3 µM; 360,000 tested, 0.44% active; AID 651719;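 active = inhibition above the screen-wide average plus 3 SD, cut at about 13% in these data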;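 note: forskolin and galanin both at EC90 stimulate the cells; cAMP rise reported by CNG channel membrane potential dye signal; 0% = forskolin plus galanin with DMSO and 100% = forskolin alone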
Target sequence (O60755 1-299 limits assumed): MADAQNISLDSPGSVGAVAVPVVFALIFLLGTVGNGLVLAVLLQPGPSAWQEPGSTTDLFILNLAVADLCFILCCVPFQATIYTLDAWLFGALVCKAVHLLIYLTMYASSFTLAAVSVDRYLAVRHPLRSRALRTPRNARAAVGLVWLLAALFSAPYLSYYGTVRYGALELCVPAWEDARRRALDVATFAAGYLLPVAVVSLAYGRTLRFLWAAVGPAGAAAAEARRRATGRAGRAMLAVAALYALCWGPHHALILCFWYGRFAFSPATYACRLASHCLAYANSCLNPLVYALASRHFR
pCIP destab = p/CIP protein destabilization. decrease of EGFP signal, % at 10 µM. F442A p/CIP-EGFP cells, EGFP fluorescence, 16 h. 290,000 tested, 0.01% active;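 active = EGFP signal decrease of at least 30% at 10 µM or well 3 SD below plate mean, unless failing retest; inactive = the rest, including hits failing retest or dose response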; note: some compounds called inactive have numbers as strong as hits; many of its hits are not listed in these tables
IDE cell inh = cellular human IDE inhibition; P14735; HEK cells, FAbetaB cleavage, fluorescence polarization; inhibition, % at 5.59 µM; 320,000 tested, 0.41% active; AID 434962;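 active = percent inhibition above the average of all tested compounds plus 3 SD, set per screening campaign, cut at about 16% in these data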;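 note: IDE supplied by intact live HEK cells; FP after avidin binding of uncleaved biotin substrate so inhibition keeps polarization high; 0% = DMSO wells and 100% = 60 µM reference IDE inhibitor Ii1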
VIM-2 inh = inhibitors of Pseudomonas aeruginosa VIM-2 metallo-beta-lactamase; purified VIM-2, nitrocefin hydrolysis, epi-absorbance fluorescence; inhibition, % at 5.6 µM; 290,000 tested, 0.89% active; AID 1527;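 active = inhibition above the mean of all tested compounds plus 3 SD, cutoff set per screening run, cut at about 7.5% in these data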;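 note: red hydrolysis product quenches plate fluorescence so inhibitors raise well fluorescence; 0% = enzyme with DMSO and 100% = DMSO without enzyme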
UBC9 SUMO inh = inhibitors of human SUMOylation (UBC9) | P63279 | HTRF SUMOylation assay, SAE1/SAE2 + UBC9, in vitro | AID 2006 | 290,000 tested, 0.36% active | inhibition, % at 35 µM; in the data active = inhibition above about 50%, passing the limit was not always enough; note: strong numbers were not always called active
Target sequence (P63279 whole entry, looked up): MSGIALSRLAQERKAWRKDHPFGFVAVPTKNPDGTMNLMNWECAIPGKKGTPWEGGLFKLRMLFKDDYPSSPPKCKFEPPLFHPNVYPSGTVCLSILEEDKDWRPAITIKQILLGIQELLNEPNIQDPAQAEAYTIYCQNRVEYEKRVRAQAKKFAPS
* = called active by the depositor; / = not tested or not shown. This is a random part of the collection (roughly 3.2% active in at least one column).

SMILES | HCV NS3 hel inh | IDE cell activ | CRFR2-BP antag | IMP-1 inhibitor | GalR3 antag | pCIP destab | IDE cell inh | VIM-2 inh | UBC9 SUMO inh
COc1ccc(C(CC(=O)N2CCOCC2)C(C)C)cc1 (centres undefined) | -1.7 | -1.8 | 0.5 | -1.6 | -5.0 | 1.6 | -2.0 | -0.2 | -5.5
Cc1c(NC(=O)CSc2nnc(N)s2)c(=O)n(-c2ccccc2)n1C | -3.3 | 0.2 | -27.1 | -0.1 | 2.5 | -9.3 | 6.4 | -6.4 | -3.1
Cc1ccc(-c2cc(C(=O)NCCc3ccccn3)c3ccccc3n2)c(C)c1 | -15.9 | 5.8 | -14.4 | -2.5 | -3.6 | -10.6 | 6.6 | -0.6 | 12.2
CCNc1nc(NC(C)C)nc(N(C#N)C(C)C(=O)N(C)C)n1 (centres undefined) | 10.6 | 1.8 | -13.1 | -3.0 | -2.7 | -44.2 | 11.1 | -1.6 | 10.5
CCOc1ccc(C(=O)Nc2cccc(C)n2)cc1 | -27.2 | 1.3 | 7.7 | -2.0 | -4.0 | -12.7 | 7.8 | -4.5 | 28.5
Cc1ccc(NC(=O)Cc2ccc(F)cc2)cc1 | 6.4 | -3.8 | 8.8 | -0.2 | -3.0 | 3.4 | 0.6 | -6.5 | 1.6
O=C(CSc1nnc(-c2ccc(F)cc2)o1)NC1CCCC1 | 0.5 | 3.0 | -4.7 | -0.4 | -10.0 | -5.0 | / | -0.5 | 2.9
CC1Cn2c(nnc2C23CC4CC(CC(C4)C2)C3)S1 (centres undefined) | -0.7 | -1.2 | 7.0 | -2.5 | -1.4 | -21.3 | -2.3 | -1.2 | 13.7
Fc1cccc(CNCC2CCCO2)c1 (centres undefined) | 5.3 | 0.6 | -6.9 | 1.3 | 1.1 | -9.1 | 2.7 | 1.5 | 7.3
CC(O)Cc1cn(CC(=O)N2CCN(C(=O)OC(C)(C)C)CC2)nn1 (centres undefined) | 1.2 | 1.5 | -5.3 | -3.3 | 3.1 | -1.2 | -3.2 | -1.9 | 2.3
COc1ccc(C(CNC(=O)c2ccc(NS(=O)(=O)c3ccc(F)c(C)c3)cc2)N2CCOCC2)cc1 (centres undefined) | / | 2.0 | -14.4 | / | -1.1 | / | -3.4 | / | /
O=C(CSCc1ccc(Cl)cc1)N/N=C/c1ccc(Cl)cc1Cl | 1.3 | 2.7 | -21.4 | -2.3 | -3.4 | 7.6 | 1.7 | -5.2 | -24.0
CC1CCC(NC(=O)C2CCN(S(=O)(=O)c3cccc4nonc34)CC2)CC1 (centres undefined) | -4.8 | 6.0 | 8.8 | -5.0 | -4.1 | -2.6 | 0.5 | -3.4 | -2.4
CCn1ccnc1CN(C)C(=O)c1cc(COc2ccc(OC)c3ccccc23)on1 | -26.5 | -0.5 | -3.3 | -3.5 | -3.0 | 5.2 | 0.3 | 4.0 | 10.2
O=C(Nc1ccc(Cl)cc1)OC(CN1CCCCC1)C(F)(F)F (centres undefined) | -2.9 | 2.5 | -9.6 | -1.3 | 1.2 | -16.0 | 3.5 | 0.5 | -11.4
COCCCN=C1NN=C(c2cc(C)n(Cc3ccccc3Cl)c2C)CS1 | -15.8 | -3.2 | -2.0 | -3.1 | -2.7 | -10.0 | -8.3 | -4.3 | 11.3
COc1ccc(NC(=O)c2noc(C(C)C)c2[N+](=O)[O-])cc1 | 6.4 | 2.1 | -41.6 | -2.3 | -0.3 | -7.3 | 0.1 | -2.8 | 5.2
CCC(C(=O)NC1CCCC1)N(C(=O)Cn1nnc(-c2ccc(OC)c(OC)c2)n1)C1CCCCC1 (centres undefined) | -3.7 | 0.8 | 4.8 | -2.6 | -3.9 | 6.3 | -0.7 | -2.7 | 23.2
O=C(CCn1ccc2cc(S(=O)(=O)N3CCCC3)ccc21)NCc1ccccc1F | -1.7 | 3.4 | -9.8 | -2.8 | -2.8 | -13.6 | 0.9 | 0.4 | 16.4
COc1ccc(-c2cc(C(F)(F)F)n3ncc(C(=O)NCc4ccco4)c3n2)cc1 | 18.1 | -1.2 | 22.0 | -4.4 | 1.1 | -14.7 | 4.1 | 8.2* | 63.7*
Cc1nc(SCC(=O)Nn2c(-c3ccccc3)nc3ccccc3c2=O)n[nH]1 | 46.8* | 0.5 | -6.2 | -1.9 | -1.3 | -4.8 | 5.9 | -4.0 | 0.3
Cc1cc(NC(=O)Nc2cccc(Cl)c2)n(C(C)(C)C)n1 | -1.3 | 0.1 | 8.2 | -0.2 | -10.0 | -14.0 | 2.1 | -1.5 | 2.1
COc1ccccc1NC(=O)CSC1=NC(=O)C(NC(C)=O)C(=O)N1 (centres undefined) | -0.7 | -0.5 | -10.6 | 2.6 | -4.1 | 4.4 | -4.5 | 1.2 | 2.0
O=C(CCc1ccc(O)c(O)c1)NNC(=S)NCCc1ccccc1 | 18.4 | -1.4 | 7.4 | -5.6 | -3.2 | -15.3 | -0.1 | -3.2 | 3.9
COc1ccc(Cl)cc1NC(=O)CSc1nnc(CNC(=O)c2ccco2)o1 | 0.6 | 2.2 | -1.0 | -1.6 | -6.1 | 6.6 | -6.5 | -1.8 | 13.3
COC(=O)c1ccccc1CCC(C)=O | -3.1 | 3.5 | 27.2 | -0.8 | -3.0 | -14.0 | 10.9 | 0.4 | 13.3
CC1=CC(=O)N(c2ccc(C)cc2)C1c1ccc(Cl)cc1 (centres undefined) | 11.1 | 1.9 | 20.7 | -4.4 | -3.6 | -33.3 | 1.4 | -0.3 | 5.9
CCNC(=O)CC1C(=O)N(C)C(=S)N1NC(=O)c1ccc(Cl)cc1 (centres undefined) | -5.4 | 7.6 | -0.4 | 0.2 | -3.0 | -5.1 | 6.2 | -0.8 | 4.9
Cc1ccc(NC(=O)Nc2ccc3c(c2)nnn3C)cc1C | -5.1 | 4.1 | 3.6 | -0.5 | -2.5 | 6.0 | 2.1 | 0.3 | 3.7
CCOC(=O)N1CCC(NC(=O)c2cc(C(=O)Nc3ccc(S(=O)(=O)N4CCOCC4)cc3)ccc2CO)CC1 | 5.1 | 3.8 | -3.3 | -3.3 | -6.8 | 5.9 | 1.1 | -2.6 | 19.4
COC(=O)C1=C(C(=O)OC)[C@@H]2Nc3ccccc3[C@@]23C[C@@H](C(=O)OC)N=C3N1 | / | 4.8 | -1.9 | / | -4.0 | -4.7 | -3.2 | / | 7.9
O=C(Cn1c(NCCCO)nc2ccccc21)c1cccs1 | 8.1 | 4.6 | 1.3 | -3.0 | 0.2 | / | -0.5 | -1.0 | /
CC1CCC2(CC1)NC(=O)N(NC(=O)c1cccs1)C2=O (centres undefined) | / | 4.2 | 12.3 | / | -3.8 | / | -0.1 | / | /
CCCCNc1nc(=S)n(-c2ccccc2)c(C)c1C(C)=O | 10.9 | -5.5 | -14.3 | -2.8 | -6.1 | -12.4 | 4.7 | -2.1 | 23.8
COc1ccc(NC(=O)N(C)C[C@@H]2Oc3ccc(NC(=O)NC(C)C)cc3CC(=O)N([C@H](C)CO)C[C@@H]2C)cc1 | / | -1.0 | 6.3 | / | -5.6 | / | 6.3 | / | /
COC(=O)c1ccc(OC(=O)C2CSC3(C)CCC(=O)N23)cc1 (centres undefined) | / | 5.2 | 4.6 | / | -0.9 | / | 2.9 | / | /
Cc1ccc(NC(=O)c2ccc(NC3=NC4CS(=O)(=O)CC4S3)cc2)cc1 (centres undefined) | -2.0 | -5.1 | -4.9 | -1.8 | 2.1 | 5.9 | 2.1 | -2.5 | 11.4
O=C(NC1(C(F)(F)F)NC(=O)N(Cc2ccco2)C1=O)c1cccs1 (centres undefined) | -0.1 | 1.9 | -6.3 | 0.0 | -4.0 | -1.3 | 2.2 | 3.5 | 5.5
COc1ccc(CNC(=O)c2cc(-n3cnnc3)ccc2Cl)cc1 | 14.6 | -0.4 | 13.8 | -1.4 | 3.5 | -6.5 | -1.8 | 0.8 | 5.6
CCOC(=O)c1oc2ccc(CNC3CCCCC3)c(Cl)c2c1C | -16.0 | 3.7 | -51.1 | -3.0 | -1.2 | -1.1 | 4.8 | -2.9 | 7.8
Cc1ccc(S(=O)(=O)N(C)C)cc1NC(=O)COC(=O)/C=C/c1ccc2c(c1)OCO2 | 0.2 | -0.1 | -4.2 | -1.9 | -4.6 | 8.2 | -2.6 | 0.2 | 4.5
CC(C)(C)SCCNC(=O)c1ccc(NS(C)(=O)=O)cc1 | 0.5 | 3.1 | 10.5 | -2.0 | -2.8 | -4.8 | -4.0 | -4.0 | 9.5
COc1ccc(-c2cc(-c3n[nH]c(=S)n3-c3cccc4ccccc34)[nH]n2)cc1 | -3.1 | 1.0 | -75.0 | -0.6 | 52.5* | 11.0 | 2.9 | -2.5 | -14.8
COc1cc(SC)ccc1C(=O)NCc1ccccc1 | 5.0 | 1.3 | 6.5 | 0.4 | -3.3 | -0.7 | -0.7 | 0.4 | -5.7
Cc1ccc(NC(=O)C2CC(=O)N(CCc3ccccc3)C2)cc1Cl (centres undefined) | / | 1.4 | -4.7 | / | -6.4 | / | 6.8 | / | /
Cc1ccc(/C=C/C2=NN(Cc3ccccc3)C(=O)CC2)cc1 | -4.2 | 0.7 | -41.4 | -0.6 | -2.9 | -7.3 | 5.1 | -2.7 | 7.1
Cc1ccccc1C(=O)Oc1ccc2ccc(O)cc2c1 | 15.9 | 4.7 | -7.7 | -2.1 | -2.0 | 4.2 | 10.9 | -2.0 | -14.6
COC(=O)c1ccccc1NC(=O)CS(=O)(=O)Cc1nc(-c2ccc(C)cc2)oc1C | -2.6 | 2.5 | 5.2 | -3.3 | / | -3.3 | 5.6 | -1.3 | -3.5
Cc1ccc(NC(=O)c2ccc3c(c2)C(=O)N(c2cc(C)ccc2C)C3=O)nc1 | 3.3 | -1.0 | -4.4 | -0.4 | -3.5 | 2.9 | -2.2 | -2.8 | 9.7
CC1(C)NC(=O)N(CC(=O)Nc2cc(S(=O)(=O)N3CCOCC3)ccc2N2CCOCC2)C1=O | -15.0 | / | / | -0.9 | / | -14.9 | 0.3 | 1.5 | 11.7
Cc1ccc(NC(=S)NC2CCSc3ccccc32)cc1C (centres undefined) | -3.4 | -5.8 | 12.0 | -2.4 | -3.7 | -4.4 | 1.6 | -4.2 | -14.2
CN1/C(=C\C=N\NC(=O)c2cccnc2)C(C)(C)c2ccccc21 | 9.3 | -1.2 | -18.3 | -3.9 | -4.3 | -13.9 | 2.7 | -3.6 | 6.6
COc1ccc(CCn2c(=O)[nH]c3cc(C(=O)NCCc4ccccc4)ccc3c2=O)cc1OC | -5.9 | / | / | -2.3 | / | -9.8 | / | 2.4 | 7.2
CNS(=O)(=O)c1cccc(C(=O)OCC(=O)Nc2ccc3ccccc3c2)c1 | / | -3.3 | -0.8 | / | -5.6 | / | 8.5 | / | /
Cc1ccc(C)c(S(=O)(=O)NCCCn2ccnc2)c1 | -4.0 | 1.8 | -9.1 | -3.6 | 3.3 | 2.8 | -1.6 | -7.2 | -4.1
